# Bioassay records: PubChem, several laboratories
# HIF act = HIF pathway transcriptional activators, primary screen, cell-based, U2OS HRE-luciferase, luminescence; activation, % at 7.5 µM (by protocol); U2OS HRE-luciferase reporter; normalized: DMSO 0%, desferrioxamine 100%; 300,000 compounds, 0.32% hits;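 active = mean activation of at least 10% of the iron chelator positive control signal, with at least half of replicates also reaching 10%; inconclusive = mean and replicate majority disagree about reaching 10%; inactive = mean and most replicates under 10%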
# HSP90 inh = HSP90 inhibitors, primary screen, cell lysate, luminescence. Rabbit reticulocyte lysate, luciferase refolding luminescence, 3 h. inhibition, % at 5.6 µM. 290,000 compounds, 0.91% hits;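 active = inhibition above the screen-wide mean plus 3 SD, computed separately per campaign, cut at about 16% in these data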;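 note: 0% = DMSO wells and 100% = 60 µM geldanamycin wells; inhibitors lower the luminescence because luciferase stays unfolded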
# HDAC3 inh = HDAC3 deacetylase inhibitors, primary screen, biochemical, fluorescence, cell-free homogeneous | Histone deacetylase 3 (Homo sapiens), O15379 | inhibition, % at 8.3 µM | 320,000 compounds, 0.15% hits | AID 2718, 2010 | recombinant HDAC3, fluorogenic peptide/trypsin coupled; in the data active = inhibition above about 26%, passing the limit was not always enough; inconclusive = no clear call, values can overlap the other calls
# Target sequence (O15379 whole entry, looked up): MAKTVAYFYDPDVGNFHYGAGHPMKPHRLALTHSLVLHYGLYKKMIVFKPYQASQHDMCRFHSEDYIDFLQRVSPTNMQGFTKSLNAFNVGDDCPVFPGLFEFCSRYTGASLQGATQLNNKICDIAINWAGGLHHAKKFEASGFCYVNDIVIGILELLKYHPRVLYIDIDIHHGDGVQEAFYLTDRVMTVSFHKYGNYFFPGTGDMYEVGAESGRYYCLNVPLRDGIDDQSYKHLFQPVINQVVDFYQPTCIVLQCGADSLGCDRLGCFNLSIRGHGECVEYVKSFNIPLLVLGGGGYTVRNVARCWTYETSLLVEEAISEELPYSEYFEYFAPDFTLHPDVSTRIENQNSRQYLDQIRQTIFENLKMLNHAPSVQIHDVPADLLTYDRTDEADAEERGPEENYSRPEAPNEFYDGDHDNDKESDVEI
# IEC-6 tox = cytotoxicity in IEC-6 intestinal epithelial cells, primary screen, cytotoxicity control for KLF5 inhibitor project, cell-based, luminescence; IEC-6 cytotoxicity, luminescence viability; inhibition, % at 5 µM; 290,000 compounds, 0.78% hits; AID 1825, 2009; in the data active = inhibition above about 22%;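 note: 0% = plate median of test compound wells and 100% = cytotoxic reference compound wells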
# aSyn UTR inh = MLPCN primary screen, SNCA 5' untranslated region. alpha-synuclein 5'UTR reporter, inhibitor activity. inhibition, % (tested at 7.5 µM). 300,000 compounds, 0.82% hits. AID 1813, 2009; in the data active = inhibition above about 60%; inconclusive = no clear call, values can overlap the other calls;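 note: H4 neuroglioblastoma cells stably carrying SNCA 5'UTR luciferase fusion; 0% = DMSO wells and 100% = positive control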
# Platelet DG rel = inhibitors of platelet dense granule secretion, primary screen, cell-based, MLPCN, human platelets; human platelet-rich plasma, SFLLRN dense granule ATP release, luminescence; inhibition, %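 (compounds screened at 7.5 µM in platelet-rich plasma)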; 300,000 compounds, 0.22% hits; AID 1663, 2009;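 active = mean replicate score, as percent of positive control, at or above 50; inconclusive = mean below 50 but at least one replicate at or above 50; inactive = mean and every replicate below 50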
# HSF1 activator = HSF-1 activators, primary screen, NIH3T3-HGL cells, MG132 stress, luminescence, single point. NIH3T3-HGL HSF-1 luciferase reporter, 8 h; 100% = twice DMSO control signal. activation, % at 9 µM. 300,000 compounds, 1.7% hits. AID 504408, 2011;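 active = mean replicate activation of at least 50% with a set share of replicates each reaching 50%; inconclusive = only one of those two conditions met; inactive = mean below 50% and too few replicates reaching it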;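 note: 0% = median of the neutral control wells and 100% = twice that signal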
# HSF1 inhib = HSF1 inhibitors in luciferase reporter cells, primary screen, cell-based, NIH3T3, luminescence; NIH3T3-HGL HSE-luciferase, MG132-induced, luminescence 8 h; active compounds read low; activity change, negative = inhibition, % at 7.5 µM (by protocol); 300,000 compounds, 0.77% hits; AID 2098, 2009;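 active = more than half of replicate wells show activity change below -50%, luminescence cut by over half; inconclusive = some wells, but at most half, below -50%; inactive = no replicate well below -50%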;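 note: luciferase reports HSF-1 transcriptional activity via heat shock element; 0% = median of DMSO wells and -100% = zero luminescence signal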
# KLF5 inhibitor = KLF5 expression inhibitors, primary screen, DLD-1 cells, luminescence; DLD-1 KLF5 promoter-luciferase reporter; inhibition, % at 5 µM; 290,000 compounds, 0.23% hits;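 active = inhibition above a per-plate limit of that plate's mean compound inhibition plus 3 SD, cut at about 60% in these data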;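 note: 0% = DMSO wells and 100% = LY294002 at 200 µM; higher means less KLF5 promoter-driven luciferase light; inactives centre near -14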
# AI-2 QS modul = Vibrio harveyi AI-2 quorum sensing modulators, primary screen, JMH597 strain, luminescence/OD600 ratio; Vibrio harveyi JMH597 AI-2 luminescence/OD600 ratio, 9 h; active compounds read low; strain lacks LuxN and CqsS sensors; 0 = neutral-control median; activity change, % at 7.5 µM; 300,000 compounds, 0.4% hits; AID 2094, 2009; in the data active = activity change below about -75%, passing the limit was not always enough; inconclusive = no clear call, values can overlap the other calls;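 note: luminescence divided by OD600 gain over 9 h not by final OD600 alone; inactives centre near 13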
# The depositor's hits bear a star; u = inconclusive; x = not tested or not shown.
SMILES,HIF act,HSP90 inh,HDAC3 inh,IEC-6 tox,aSyn UTR inh,Platelet DG rel,HSF1 activator,HSF1 inhib,KLF5 inhibitor,AI-2 QS modul
CC(C)(C)NC(=O)C(c1cccs1)N(Cc1cccs1)C(=O)c1csnn1 (centres undefined),0.7,1.2,0.1,-1.1,2.3,0.6,12.9,4.5,-40.2,15.7
O=C(CSc1ncn[nH]1)NCc1ccccc1Cl,0.1,-5.0,-0.1,5.4,2.5,4.5,-0.4,-3.9,-3.7,9.0
O=C(CN1C(=O)C2CC=CCC2C1=O)Nc1ccc(S(=O)(=O)N2CCOCC2)cc1 (centres undefined),-0.4,-2.8,0.5,-6.2,-10.7,1.4,10.2,-3.4,-31.6,-2.0
O=c1o[nH]c(-c2ccccc2)c1C=Nc1ccc(Cl)cc1,0.1,-1.8,8.1,-2.8,-16.3,-4.8,16.2,7.8,-9.4,3.4
CC(C)Sc1nc2ccccc2n1CC(N)=O,-0.2,-4.1,-1.8,-4.6,12.4,-4.1,10.3,-3.0,-5.8,8.5
Fc1ccccc1N=C1Nc2cccc3cccc1c23,1.5,2.5,11.9,2.0,2.0,1.3,21.1,5.4,-7.2,-6.9
Cc1ccc(C(=O)N2CCN(C)CC2)cc1S(=O)(=O)N1CCCCC1,-0.4,5.1,x,2.6,21.0,-1.7,-4.5,-13.3,-0.1,16.6
Cc1ccc(-c2cccc(NC(=O)C3C4C=CC(C4)C3C(=O)O)c2)o1 (centres undefined),0.4,-1.3,-1.8,3.4,-10.1,-2.0,-17.0,-12.8,-14.1,3.2
Brc1ccc(-c2csc(/N=C/N3CCOCC3)n2)cc1,2.5,-1.4,-2.8,-0.1,-90.0,0.0,x,x,-65.8,14.2
COc1ccc([C@@H](C)NC(=O)CCc2nnc(-c3cc(C)on3)o2)cc1,1.9,-0.8,-11.2,-1.1,-24.0,-24.3,-2.3,-4.5,-30.0,6.6
Cc1ccc(C2CC(=O)Nc3sc(C(N)=O)c(N)c32)cc1 (centres undefined),0.0,0.1,7.1,-2.2,7.6,-8.0,-1.0,2.8,-20.0,15.7
CN(C)S(=O)(=O)c1cccc(NC(=O)COC(=O)/C=C/c2ccc(Br)o2)c1,0.2,-1.9,0.0,-0.3,14.4,7.5,3.0,5.2,-8.0,-19.6
CC(=O)c1cc(NC(=O)c2ccccc2)c(=O)oc1/C=C/N(C)C,0.1,-1.5,6.9,4.9,9.8,-2.0,11.1,-0.5,-43.3,25.5
CC(N=C1NC(C)(C)Cc2ccccc21)C(=O)O (centres undefined),-0.4,-0.7,5.1,2.6,13.2,1.0,x,x,-19.3,14.3
Cc1ccc(C2=N/C(=C\c3cccs3)C(=O)N2Nc2ccccc2)cc1,0.2,2.6,12.4,-9.3,20.7,8.2,11.9,3.6,2.8,25.8
Oc1ccccc1-c1nc2ccccc2nc1-c1ccccc1,-0.8,0.3,-1.2,-2.7,12.9,-0.8,-16.1,2.3,-16.5,5.8
CN(C)Cc1c(C(=O)N/N=C/c2ccccc2OCc2c(F)cccc2Cl)nnn1-c1nonc1N,-0.6,1.6,2.8,17.6,-71.7,6.7,-2.9,-10.2,21.9,31.5
CCCCn1c(N)c(N(CCC(C)C)C(=O)CCCc2nc3ccccc3s2)c(=O)[nH]c1=O,-0.1,-1.4,-10.8,-3.4,17.4,-16.5,31.4,10.4,-1.0,4.6
Nc1nc2sc3c(c2cc1C(=O)NCC(=O)O)CCCC3,-26.5,1.9,-0.2,1.5,40.3,-3.2,17.8,-2.7,-31.9,15.2
CCOc1ccc(NC(=O)CN(C)C(=O)c2c(-c3ccccc3Cl)noc2C)cc1OCC,-0.4,x,-2.1,x,-6.8,-3.8,0.3,-0.6,x,23.2
O=c1c2ccccc2nc(SCCN2CCCCC2)n1CCc1ccccc1,0.2,2.3,-0.1,22.4*,-50.3,1.6,24.1,18.2,-11.1,13.0
CCOC(=O)N1CCN(C(=S)NC(=O)c2c(-c3c(Cl)cccc3Cl)noc2C)CC1,-0.3,-0.2,-7.5,-1.6,5.6,1.2,8.6,-1.3,-9.8,15.2
c1cc(-c2nsc(-c3ccncc3)n2)ccn1,0.5,0.1,0.1,-5.0,-33.4,9.8,x,-1.5,-13.7,5.7
CCC1CCc2c(sc(N)c2C(N)=O)C1 (centres undefined),-0.2,2.7,9.3,0.5,3.5,2.2,-10.9,3.0,7.3,24.2
O=C(C=C1NCCN1)c1ccccc1,0.6,x,7.2,x,-14.7,1.4,7.7,1.9,x,28.5
COc1ccc(CCNC(=O)C2CCN(C(=O)c3ccc(C(C)(C)C)cc3)CC2)cc1OC,0.4,-9.1,3.0,0.7,-12.1,-0.8,35.1,10.3,-111.2,9.0
CS(=O)(=O)N1CCc2cc(C(=O)Nc3ccc(COCC(F)(F)F)cc3)ccc21,0.1,6.5,1.9,3.8,-11.6,-6.6,-3.4,-0.7,1.9,13.6
CCCc1cc(C(=O)Nc2cc(Br)ccc2O)no1,2.6,-2.0,2.4,-7.0,-144.8,-3.0,19.7,13.7,-32.0,-24.2
O=[n+]1c2c(n([O-])c3cc(F)c(F)cc31)CCCC2,-0.3,-0.8,-1.7,-9.4,-8.5,-4.2,-8.1,6.5,-32.9,9.5
CS(=O)(=O)c1ccc(C(=O)OCC(=O)N2CCCc3ccccc32)cc1,0.4,x,u,x,-5.6,-1.2,-4.0,-3.3,x,35.3

# 2 consecutive compounds from above, quoted:
SMILES,HIF act,HSP90 inh,HDAC3 inh,IEC-6 tox,aSyn UTR inh,Platelet DG rel,HSF1 activator,HSF1 inhib,KLF5 inhibitor,AI-2 QS modul
O=[n+]1c2c(n([O-])c3cc(F)c(F)cc31)CCCC2,-0.3,-0.8,-1.7,-9.4,-8.5,-4.2,-8.1,6.5,-32.9,9.5
CS(=O)(=O)c1ccc(C(=O)OCC(=O)N2CCCc3ccccc32)cc1,0.4,x,u,x,-5.6,-1.2,-4.0,-3.3,x,35.3

# (next part)
SMILES,HIF act,HSP90 inh,HDAC3 inh,IEC-6 tox,aSyn UTR inh,Platelet DG rel,HSF1 activator,HSF1 inhib,KLF5 inhibitor,AI-2 QS modul
COc1ccc(-c2nc(CSCC(=O)NCCC3=CCCCC3)c(C)o2)cc1OC,0.7,-5.5,3.7,0.7,30.0,2.4,22.6,10.8,-13.1,24.9
Cc1cc(C)c2c(=O)[nH]n(C3CC(C)N(C)CC3C)c2n1 (centres undefined),-0.2,-1.2,-2.5,3.8,3.4,1.0,3.0,-2.0,-5.9,16.4
CC(=O)Nc1ccc(/C=C2/Sc3ccccc3C2=O)cc1,0.5,-2.1,-3.7,-1.8,-24.5,8.5,23.2,10.5,1.1,7.7
O=C(O)Cn1cc(C(=O)c2ccco2)c2ccccc21,-1.2,-4.4,4.8,-0.6,-15.1,2.4,-8.9,-1.0,-35.8,-6.2
CC1CCCN(S(=O)(=O)c2ccc(N(C(=O)c3cnccn3)C(C(=O)NC3CCCCC3)c3cccs3)cc2)C1 (centres undefined),-0.9,-0.6,0.8,-4.0,23.0,5.8,23.3,10.8,-21.0,15.8
Cn1cccc1-c1nc2ccc([N+](=O)[O-])cc2[nH]1,5.8,0.1,8.8,1.6,-175.0,5.0,40.9,17.3,-176.3,22.2
CCc1ccc2[nH]c(=O)c(CN(Cc3ccccc3)C(=O)Nc3ccccc3OC)cc2c1,0.3,4.6,3.0,-1.3,-7.7,1.8,30.3,-0.2,-12.4,20.1
COc1ccccc1NC(=O)c1ccc(S(=O)(=O)N2CCC(C)CC2)cc1,-0.3,-1.4,-0.9,-2.7,-13.1,-40.1,-2.2,-0.4,5.3,9.4
CC(NC(=O)C1CCC1)c1ccc(Br)cc1 (centres undefined),-0.2,-1.0,-0.5,-6.7,14.3,12.3,10.3,-3.2,-5.9,11.1
COc1ccc(NC(=O)CSc2cn[nH]n2)cc1OC,0.1,2.4,-0.9,0.0,-9.1,1.6,-23.1,-6.3,-16.7,0.8
O=C(c1ccc([N+](=O)[O-])cc1)N1CCN(c2ncc(Br)cn2)CC1,-9.9,-4.0,-1.8,0.8,15.3,0.6,-82.2,-75.8*,-4.3,19.1
COC(=O)N/N=C\c1c(C)nn(-c2ccccc2)c1Cl,2.5,-3.1,-0.6,0.9,-54.0,2.2,23.6,4.3,-35.1,27.0
COc1cccc(C(=O)Oc2cc(C)[nH]c(=O)c2[N+](=O)[O-])c1OC,-0.2,-4.0,-7.8,-1.9,4.3,-25.4,2.7,-5.9,-5.1,8.6
Cc1cccc(-n2c(SCCC(=O)O)nnc2-c2cccs2)c1C,-0.3,0.6,-12.5,-6.5,10.6,-3.4,-18.7,-10.7,-26.8,17.6
CCC(=O)Nc1cc(-c2nn(C)c(=O)c3ccccc23)ccc1OC,0.1,2.6,1.6,-5.1,16.7,0.4,11.1,-2.1,-25.8,15.2
CC1(C)CC(=O)C2=C(C1)N(c1ccc(F)cc1)C(=O)CC2c1cccnc1 (centres undefined),-0.2,-4.0,-0.4,-0.7,-2.0,1.0,-29.0,-12.0,-30.3,1.2
NC(=O)N1CCc2ccccc21,-0.9,1.8,u,-2.2,-24.7,6.1,6.2,-1.2,9.2,8.6
O=C(CNC(=O)c1cccnc1)N/N=C/c1cccnc1,-0.5,-3.0,8.3,0.9,-1.3,-5.8,-3.1,-11.6,-34.8,6.5
CC1(C(=O)NCCCNc2ncc(C(F)(F)F)cc2Cl)C=CCN1C(=O)c1ccccc1 (centres undefined),1.1,5.6,-1.9,-3.0,-8.5,1.6,21.0,13.2,-27.3,22.5
O=C(NCc1ccc(Cl)cc1)C1CCC(CNc2c(N3CCOCC3)c(=O)c2=O)CC1 (centres undefined),-0.3,1.7,5.6,1.0,-14.6,-3.1,-16.4,0.8,-26.7,21.7
O=C1NCN(CCO)CN1,-20.5,3.7,-2.5,-3.8,10.5,-3.4,40.9,0.6,-31.5,17.4
Cc1ccc(NC(=O)C2C3CC4OC(=O)C2C4C3)cc1Cl (centres undefined),x,-5.2,-2.0,0.9,x,x,x,x,-43.6,7.1
CC1CN(C(=O)c2ccccc2)C(=Nc2cccc(S(=O)(=O)N(C)C)c2)S1 (centres undefined),0.3,1.1,2.6,9.8,u,-9.6,3.3,-1.6,-3.0,-1.4
CC(C)Oc1cc(NC(=O)CS(=O)CC(=O)N(C)C)c(Cl)cc1Cl (centres undefined),-0.4,-0.7,u,1.4,15.7,-0.1,7.6,1.1,-39.4,18.3
CCOC(=O)C1C(=O)N(O)CC1c1cccc(Oc2ccccc2)c1 (centres undefined),0.0,0.5,-9.5,1.6,13.1,1.8,6.6,0.5,-12.0,11.4
COCCOC1CCN(C(=O)C2CCC(=O)N(Cc3cccc(F)c3)C2)CC1 (centres undefined),-0.3,-2.3,-11.5,0.8,-15.1,-6.7,3.9,-4.2,-15.0,13.7
